# Source: PubChem BioAssay (National Center for Advancing Translational Sciences (NCATS))
# RGS12 GoLoco inh = RGS12 GoLoco-Gai1 interaction inhibition; Potency, µM (series often up to 61.6 µM), without a hit: top-dose activity, negative = inhibition, hits mostly inhibitors; P63096; Gai1:RGS12 GoLoco peptide FP, rhodamine, 10 min; 230,000 tested, 0.44% active; AID 880; active means well fitted inhibition curve with a large enough effect, not every such curve was filed as active; inactive means no such curve, though single readings can be large or run the other way; further: nearly all actives have a fitted effect of over 30% in size; many of its hits are not listed in these tables
# RECQ1 helicase = RECQ1 (human) helicase inhibition; RECQ1 DNA unwinding, red fluorescence kinetic read; Potency, µM (doses to about 57.3 µM), for the others: at the top dose activity, negative = inhibition, most hits filed as inhibitors; 240,000 tested, 0.54% active; AID 2549;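 further: plate controls were vehicle for no effect and no enzyme for full effect; nearly all actives have a fitted effect of over 30% in size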
# Target sequence (P46063 whole entry, looked up): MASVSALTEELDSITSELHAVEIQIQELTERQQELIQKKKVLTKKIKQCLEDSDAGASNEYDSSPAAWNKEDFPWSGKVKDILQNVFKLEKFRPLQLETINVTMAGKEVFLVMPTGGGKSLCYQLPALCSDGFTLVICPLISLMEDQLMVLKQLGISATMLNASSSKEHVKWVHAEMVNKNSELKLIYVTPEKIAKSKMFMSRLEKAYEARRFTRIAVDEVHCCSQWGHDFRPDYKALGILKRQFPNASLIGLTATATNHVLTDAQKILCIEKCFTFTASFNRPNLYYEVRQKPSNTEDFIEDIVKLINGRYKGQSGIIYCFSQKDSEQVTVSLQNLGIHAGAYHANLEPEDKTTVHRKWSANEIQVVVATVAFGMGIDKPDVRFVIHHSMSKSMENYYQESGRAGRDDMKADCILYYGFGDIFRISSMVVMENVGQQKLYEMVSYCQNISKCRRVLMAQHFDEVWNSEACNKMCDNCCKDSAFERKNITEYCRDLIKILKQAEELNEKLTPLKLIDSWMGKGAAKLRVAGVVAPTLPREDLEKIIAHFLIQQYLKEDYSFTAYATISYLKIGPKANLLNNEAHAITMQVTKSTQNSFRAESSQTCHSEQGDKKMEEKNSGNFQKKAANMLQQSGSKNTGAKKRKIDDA
#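 50 nM RECQ1T1 preincubated 15 min with compound in Tris pH 8.0 buffer with MgCl2, DTT, Tween-20 and 2.5 ug/ml poly(dI-dC); started with 200 nM TAMRA/BHQ-2 forked duplex and 2 mM ATP. Unwinding read as fluorescence (525/598 nm), two reads 2 h apart.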
# GAA inh = inhibitors of human lysosomal alpha-glucosidase; purified human GAA, 4-MU-alpha-glucoside fluorescence; Potency, µM (highest dose often 76.9 µM), for inactives: at the top dose activity change, negative = inhibition, most hits filed as inhibitors; 200,000 tested, 0.005% active; AID 1466;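 further: plate controls were uninhibited enzyme wells for no effect and no-enzyme background for full effect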
#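 Fluorescence at Ex 365/Em 440 nm from 4-methylumbelliferone reported enzyme activity after 20 min at room temperature. Reactions used 4 nM enzyme and 400 uM substrate at pH 5.0; curves fitted with the Hill equation.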
# TRb-SRC2 inh = TRbeta-SRC2 interaction inhibition. TRbeta-SRC2 peptide binding, fluorescence polarization; receptor liganded with 1 µM T3. Potency, µM (doses to about 106 µM), without a hit: at the top dose activity change, negative = inhibition, most hits filed as inhibitors. 280,000 tested, 0.065% active. AID 1469;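 further: plate controls were bound peptide for no effect and peptide without receptor for full effect; nearly all actives have a fitted effect of over 50% in size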
# Target sequence (P10828 whole entry, looked up): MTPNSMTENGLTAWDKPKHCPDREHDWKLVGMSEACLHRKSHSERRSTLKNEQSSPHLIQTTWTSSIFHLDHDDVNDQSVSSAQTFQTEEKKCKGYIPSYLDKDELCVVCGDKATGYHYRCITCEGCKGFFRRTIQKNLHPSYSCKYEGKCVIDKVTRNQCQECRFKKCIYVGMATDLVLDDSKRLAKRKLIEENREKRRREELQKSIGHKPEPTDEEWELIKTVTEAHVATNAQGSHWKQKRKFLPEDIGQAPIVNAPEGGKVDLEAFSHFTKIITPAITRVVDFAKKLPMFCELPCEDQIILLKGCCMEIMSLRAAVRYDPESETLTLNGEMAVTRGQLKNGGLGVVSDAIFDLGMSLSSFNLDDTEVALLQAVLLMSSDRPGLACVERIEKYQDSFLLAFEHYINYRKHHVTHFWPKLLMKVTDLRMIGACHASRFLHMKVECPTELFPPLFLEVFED
#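 Decrease in fluorescence polarization of 20 nM Texas Red SRC2 coactivator peptide flagged inhibition of its binding to 0.6 uM TRb LBD; 1 uM T3 included, incubation 5 hr, ex 555/em 632 nm.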
# L3MBTL1 block = inhibitors of human L3MBTL1 | Potency, µM (series often up to 57.1 µM), for inactives: top-dose activity, negative = inhibition, hits mostly inhibitors | AlphaScreen L3MBTL1–H3K9me1 peptide binding | 230,000 tested, 0.66% active | Q9Y468; further: nearly all actives have a fitted effect of over 60% in size
#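 Read-out is AlphaScreen signal from streptavidin donor and nickel chelate acceptor beads (10 ug/mL final each) bridging L3MBTL1 (50 nM) and biotinylated K9-monomethylated H3(1-15) peptide (75 nM), after 30 min compound exposure at room temperature.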
# aGlu spleen mod = inhibits or activates alpha-glucosidase in human spleen homogenate; AID 2112; human spleen homogenate, 4-MU-alpha-glucoside fluorescence; 240,000 tested, 0.006% active; Potency, µM (doses to about 79.9 µM), for the others: at the highest dose activity change, negative = inhibition, hits mostly inhibitors;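 further: 0% = enzyme with vehicle and -100% = no enzyme basal signal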
#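 Enzyme source: human spleen homogenate, 1 ug/well. Buffer 50 mM citric acid/K phosphate pH 5.0, 0.01% Tween-20. 4-MU-alpha-glucoside 1 mM; 37 C x 40 min; NaOH/glycine stop; fluorescence.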
# TR SRC2 fluor cs = Texas Red fluorescence interference in TRb-SRC2 counter-screen; AID 1479; TRb/SRC2 Texas Red total fluorescence interference; 280,000 tested, 0.29% active; Potency, µM (top dose mostly 106 µM), for inactives: at the highest dose fluorescence change, negative = quenching; active means well fitted curve in either direction with a large enough effect; inconclusive means small, poorly fitted or top-dose-only effect
#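 Flags fluorescent or light-absorbing compounds by total fluorescence, S + 2P, at 555 nm excitation and 632 nm emission. Mixture: 20 nM Texas Red SRC2 peptide, 0.6 uM human TRb LBD, 1 uM T3, 5% DMSO; compound exposure 5 h at ambient temperature.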
# GAA glycogen = alters human alpha-glucosidase cleavage of glycogen | P10253 | recombinant GAA, glycogen substrate, Amplex Red glucose oxidase fluorescence | 300,000 tested, 0.38% active | Potency, µM (doses to about 76.4 µM), for the others: at the top dose activity change, negative = inhibition, hits mostly inhibitors;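 further: 0% = full enzyme reaction and -100% = no-enzyme basal signal; the screen sought inhibitors and activators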
#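 qHTS, 1536-well; enzyme 4 nM final; cpd up to 77 uM; substrate bovine liver glycogen 30 ug; 50 mM citrate/phosphate pH 5.0, 0.01% Tween-20; 37 C, 40 min; Amplex Red detection 45 min RT; Hill fit → AC50.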
# Active calls of the source: *; i = inactive; ? = inconclusive; / = not tested or not shown; [ ] = dose if it differs, or a comment. Unless noted, the call rests on the fitted dose curve; in most records, active means well fitted curve in the direction sought with a large enough effect; inconclusive means small, poorly fitted or top-dose-only effect, or another doubt; inactive means no such curve, though single readings can be large; an effect the other way counts as inactive or inconclusive. Unless noted, on the % scale 0 is the no-effect control and ±100 the full control effect; potency means the concentration at half of the fitted maximal effect. The list is partial (hit frequency here may not be typical).
canonical_smiles | GAA inh | TR SRC2 fluor cs | aGlu spleen mod | TRb-SRC2 inh | GAA glycogen | L3MBTL1 block | RECQ1 helicase | RGS12 GoLoco inh
COCc1cc(C)nc2sc(C(=O)N3CCCCC3)c(N)c12 | -13% | -2% | 11% | -14% | 3% | / | -4% | -16%
CCc1ccc(N(C2C=CS(=O)(=O)C2)S(=O)(=O)c2ccc(C)cc2)cc1 (stereo unspecified) | / | 1% | -4% | -1% | -1% | 5% | -4% | 1%
COc1cc(OC)cc(C(=O)NC2CCN(Cc3nnnn3Cc3ccc(F)cc3)CC2)c1 | ? | -3% | -1% | -2% | -1% | 2% | i | 10%
CCOC(=O)N1C=CC=C[C@@H]2[C@@H](N3C(=O)c4ccccc4C3=O)C(=O)N21 | -2% | -2% | -1% | 2% | -3% | -5% | -15% | 3%
COc1ccc(NS(=O)(=O)c2cc(NC(=O)c3cnc(C)cn3)ccc2N2CCCC2)cc1 | -5% | 1% | 11% | 4% | 7% | -8% | -1% | -4%
COCCNc1ccc(S(=O)(=O)N2CCCC2)cn1 | ? | -1% | -1% | 4% | 1% | 13% | -9% | -2%
Cc1cc(Br)ccc1S(=O)(=O)n1ccnc1C | -1% | -1% | -3% | -3% | 8% | 4% | 16% | 2%
COc1ccc(C2C(C(=O)c3ccccc3)=C(C)Nc3nc4ccccc4n32)cc1OC (stereo unspecified) | 0% | -1% | 8% | 0% | -4% | -8% | 3% | -9%
O=C(CSc1ncnc2c1oc1ccccc12)Nc1ccccc1F | -3%[15.4 µM] | -2% | -1% | 0% | 4% | 6% | -4% | 5%
Cc1cc(C)nc(SCC(=O)Nc2cccc(S(=O)(=O)N(C)C)c2)n1 | -12% | 0% | -4% | 6% | 10% | 10% | -3% | 8%
Cn1cccc1/C=C(/C#N)c1ccc(F)cc1 | -1% | 1% | -2% | -9% | 6% | / | -5% | -2%
N#Cc1c(-n2ccnc2)cccc1-n1ccnc1 | ? | -9% | -5% | -4% | 18% | -2% | -5% | -14%
CC(=O)OCCSc1c(-c2ccccc2)c2cc(Cl)ccc2[nH]c1=O | 3% | -3% | -5% | -5% | 1% | -6% | 2% | /
CCOc1ccc2c(c1)c(N=NC(=N)N)c(O)n2C | -2% | ? | -22% | 4% | 10% | -2% | -1% | -11%
CC1CCCN(C(=O)C(C)Nc2cc(Cl)ccc2N2CCOCC2)C1 (stereo unspecified) | 3% | 7% | -7% | -1% | -3% | / | -19% | 157%[activator]
CC(C)(C)C(=O)c1sc2nc(-c3cccs3)cc(C(F)(F)F)c2c1N | 8% | -4% | 3% | -7% | -11% | 49%[activator] | -9% | -13%
N#C/C(=C(/O)c1ccc(F)cc1)c1nc2ccccc2s1 | 3% | -4% | -1% | 2% | 12% | 10% | i | 45%[activator]
COc1cccc(C(=O)N2CCN(CCCc3ccccc3)CC2)c1OC | 0% | 1% | 3% | -2% | 5% | -1% | -1% | 3%
CCN1C(=O)[C@@H]2[C@H]3C(=CC[C@H]2C1=O)C(=O)[C@H]1OC1[C@H]3O (stereo partly specified) | / | -4%[11.2 µM] | 3%[17.4 µM] | 2%[11.2 µM] | / | / | 18%[11.5 µM] | /
O=C(NCCCn1ccnc1)C(=O)NCC1OCCN1S(=O)(=O)c1ccc(Br)cc1 (stereo unspecified) | 5% | 0% | 4% | -3% | -4% | / | i | -3%
CC1(C)OC2OC(COC(=O)c3ccc([N+](=O)[O-])cc3)C3OC(C)(C)OC3C2O1 (stereo unspecified) | 0% | 2% | 0% | -6% | 6% | -9% | -2% | 3%
O=C(O)c1cc2nc(-c3ccccc3)cc(C(F)(F)F)n2n1 | -3% | -4% | -4% | -14% | -6% | 5% | 16% | /
Cc1ccc(OCc2ccc(C(=O)Nc3nc4ccccc4n3C)o2)c([N+](=O)[O-])c1 | 1% | 5% | -4% | -5% | 6% | 2% | -7% | 0%
N#Cc1cc(-c2ccccc2)nnc1Sc1ccc(Cl)cc1 | -9% | -1% | -1% | -3% | 5% | / | i | 6%
Cc1ccc(/C=N/NC(=S)NC2CCCCC2)o1 | / | -2% | -4% | 1% | -8% | / | i | -2%
COc1ccc(CNC(=O)C2CCC(CNc3c(N4CCC(C)CC4)c(=O)c3=O)CC2)cc1 (stereo unspecified) | / | 0% | 8% | 4% | 6% | / | -2% | 8%
CCN1CCN(C(=S)NCC2CCCO2)CC1 (stereo unspecified) | -5% | -2% | / | 4% | 0% | -1% | -3% | 1%
O=C(Nc1ccc2ccccc2c1)Nc1ccc2snnc2c1 | -17% | -2% | -5% | 6% | -8% | / | -21% | -11%
CN(C)C(=S)c1ccc(N(C)C)cc1 | 3% | 1% | 11% | 5% | -11% | -24% | i | -22%
CCn1cc(CNC(=O)CCc2nnc(CCC3CCCCC3)o2)cn1 | ? | 2% | 3% | -1% | -9% | 5% | i | 6%
CC1(C)N=C(SCC(=O)Nc2ccc(Cl)cc2Cl)C(c2ccccc2)=N1 | -4% | 3% | -2% | 2% | -14% | / | 8% | -4%
Cc1c(C(=O)Nc2ccc(Cl)cn2)oc2ccccc12 | -2% | -3% | -2% | -8% | -5% | -1% | i | -2%
c1ccc(-c2cnc(CSc3nnc4ccccn34)o2)cc1 | -5% | 3% | -6% | 6% | -3% | 30%[11.4 µM] | i | 4%
C=CCNC(=O)c1snnc1-c1ccccc1 | 2% | -1% | -1% | 9% | -10% | / | -3% | 2%
N#Cc1c(-c2ccc(Cl)cc2)ccnc1N1CCOCC1 | -4% | -1% | / | 3% | -1% | 35%[activator] | -2% | -4%
Cc1cc(C)c(NC(=S)N(CCN2CCCCC2)Cc2ccco2)c(C)c1 | -2% | 0% | -1% | -4% | -1% | / | 0% | 3%
CC1=C2C(O)C(=O)OC3CC4C(C)(C)C(=O)C=C[C@]4(C)C(CC1)[C@@]23C (stereo partly specified) | / | -1% | -3% | -7% | / | / | -12% | -11%
O=C(CCc1nc(-c2ccccc2Cl)no1)NCc1ccco1 | 0% | 0% | 7% | 2% | -5% | -11% | i | 21%
NC(=O)C1CCN(C(=O)Cc2ccc([N+](=O)[O-])cc2)CC1 | -8% | 0% | -9% | 2% | -1% | 13% | -2% | 1%
CN(C)CC(O)Cn1c2ccc(Br)cc2c2cc(Br)ccc21 (stereo unspecified) | / | -1% | -11% | 7% | / | / | -5% | 6%
Nn1c(SCc2ccccn2)nncc1=O | 0% | 2% | 0% | -6% | 0% | 15% | i | 9%
Cc1ccc(S(=O)(=O)NC2c3cccc4cccc(c34)C2Sc2ncccn2)cc1 (stereo unspecified) | -11% | 0% | -6% | 2% | -2% | -14% | -13% | 11%
O=C(NC1CCCC1)c1cccc(S(=O)(=O)N2CCCCC2)c1 | -1% | 2% | -8% | -3% | -11% | 4% | i | 5%
CC(Nc1nc(-c2ccccc2O)nc2ccccc12)c1ccccc1 (stereo unspecified) | / | -4% | 0% | 2% | -8% | 17% | -15% | -2%
S=C1NCCc2ccc(Cl)cc2C1c1ccccc1 (stereo unspecified) | 1% | -8% | -15% | 1% | -3% | -5% | -7% | 6%
O=C1C=CC(=O)c2c(O)c(Cl)c(Cl)c(O)c21 | / | ? | 7% | -6% | / | / | -7% | 0.35µM*
CCOC(=O)NC(=O)CSc1nnnn1-c1ccccc1 | 2% | -3% | 1% | -8% | 7% | -1% | 0% | 6%
COc1cccc(C2C(C(C)=O)=C(O)C(=O)N2Cc2ccco2)c1 (stereo unspecified) | -3% | -1% | -1% | 0% | 3% | -1% | 9% | 6%
CNNC(=S)Nc1cccc(SC)c1 | 5%[15.4 µM] | 2% | -1% | 0% | -28% | -12% | -9% | 8%
COc1ccc(N(CC(=O)NCc2cccnc2)S(=O)(=O)c2ccccc2[N+](=O)[O-])c(OC)c1 | -1% | -5% | -12% | 2% | -5% | 0% | -6% | 5%
CSc1cccc(NC(=S)N(CCCN2CCCC(C)C2)Cc2cccs2)c1 (stereo unspecified) | 2% | -1% | 5% | -3% | 1% | / | -4% | 3%
CC(=O)Nc1ccc(/C=N/NS(=O)(=O)c2cc(C)ccc2C)cc1 | / | -3% | 9% | -3% | -3% | -12% | -3% | 2%
Cc1cc(Cl)ccc1OCCCC(=O)N1CCOCC1 | -1% | 0% | -2% | 1% | 3% | 0% | -12% | 6%
COc1ccc(C2C(Oc3ccccc3)C(=O)N2c2cc(C)ccc2C)cc1OC (stereo unspecified) | -5% | 1% | -10% | -10% | -13% | -5% | 0% | -7%
O=C(NCc1cccs1)C1CCN(S(=O)(=O)N2CCCC2)CC1 | -3% | -1% | -6% | -2% | 0% | 8% | -11% | 1%
O=C(NC1CCCCC1)c1ccc(S(=O)(=O)c2ccccc2Cl)c([N+](=O)[O-])c1 | -5% | 1% | -5% | 1% | -2% | -5% | -4% | 1%
COc1ccc(CCNC(=O)C2CCN(Cc3nc(-c4ccccc4F)oc3C)CC2)cc1OC | -4% | -1% | -11% | 6% | 0% | -1% | -3% | 12%
O=C(COc1ccccc1)NCCn1ccc2ccccc21 | 0% | -6% | -5% | -5% | -4% | 22% | 2% | 7%
CCN(CC)C(=O)CSC1=C(C#N)C(c2cccs2)C=C(C)N1 (stereo unspecified) | -2% | 0% | -1% | 0% | 1% | 11% | i | -1%
C/C(=N\NS(=O)(=O)c1ccc(C)cc1)c1cc2ccccc2oc1=O | -8% | -1% | -7% | -4% | 6% | / | -2% | 6%

# Look-ups from the entries so far:
# TRb-SRC2 inh, Cc1c(C(=O)Nc2ccc(Cl)cn2)oc2ccccc12 stands at -8%
# RGS12 GoLoco inh, CC(C)(C)C(=O)c1sc2nc(-c3cccs3)cc(C(F)(F)F)c2c1N stands at -13%
# aGlu spleen mod, CCn1cc(CNC(=O)CCc2nnc(CCC3CCCCC3)o2)cn1 stands at 3%
